Screening data from PubChem.
PKM2 act: activators of human pyruvate kinase M2 | P14618 | purified PKM2, Kinase-Glo ATP luminescence, activation; response scale: 0% is enzyme alone, no compound | Potency, µM (series often up to 57.5 µM), without a hit: at the top dose activation, usual class: activators | 260,000 compounds, 0.34% hits | AID 1631; also: potency is read from the fitted curve at half-maximal effect; % is scaled to controls: 0 for no effect and ±100 for the full control effect; nearly all actives have a fitted effect of over 55% in size
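Purified hPK-M2 (>95%) run at intermediate activity with 0.1 mM ADP and 0.5 mM PEP in 50 mM imidazole pH 7.2, KCl, MgCl2; 1 h room temperature. ATP formed read by Kinase-Glo luminescence; normalized to uninhibited and no-enzyme controls.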
BCR signal inh: blocks chronic active B-cell receptor signaling; ABC-DLBCL IkBa-CBG/CBR reporter, luminescence ratio, 4 h; Potency, µM (titrated, usually from 46.1 µM), without a hit: at the top dose ratio change, negative = lower green/red ratio, hits mostly inhibitors; 340,000 compounds, 0.05% hits; active = well fitted inhibition curve with a large enough effect in the signal ratio, with a control signal flat, not every such curve was filed as active; inconclusive = small, poorly fitted or top-dose-only effect, or effect the other way, or a change in a side signal; the % refers to the signal ratio;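 also: potency is read from the fitted curve at half-maximal effect; plate controls were basal doxycycline-induced cells for no effect and cells given 10 µM MG132 for full effect; MG132 reads +100%, hits lower the ratio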
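TMD8 human ABC-DLBCL cells with doxycycline-inducible IκBα–green luciferase fusion and unfused red luciferase, in 0.5% FBS medium; compounds up to 46 uM, 4 h at 37C. Green/red luminescence ratio, filter-overlap corrected, fitted to concentration-response curves.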
S-ASM inh: human S-ASM enzyme inhibition; 340,000 compounds, 0.006% hits; P17405; placental ASM, HMU-PC fluorogenic substrate, 60 min; Potency, µM (highest dose often 57.5 µM), inactives show top-dose activity change, negative = inhibition, usual class: inhibitors; AID 504937; also: potency is read from the fitted curve at half-maximal effect
Target sequence (P17405 47-631 limits assumed): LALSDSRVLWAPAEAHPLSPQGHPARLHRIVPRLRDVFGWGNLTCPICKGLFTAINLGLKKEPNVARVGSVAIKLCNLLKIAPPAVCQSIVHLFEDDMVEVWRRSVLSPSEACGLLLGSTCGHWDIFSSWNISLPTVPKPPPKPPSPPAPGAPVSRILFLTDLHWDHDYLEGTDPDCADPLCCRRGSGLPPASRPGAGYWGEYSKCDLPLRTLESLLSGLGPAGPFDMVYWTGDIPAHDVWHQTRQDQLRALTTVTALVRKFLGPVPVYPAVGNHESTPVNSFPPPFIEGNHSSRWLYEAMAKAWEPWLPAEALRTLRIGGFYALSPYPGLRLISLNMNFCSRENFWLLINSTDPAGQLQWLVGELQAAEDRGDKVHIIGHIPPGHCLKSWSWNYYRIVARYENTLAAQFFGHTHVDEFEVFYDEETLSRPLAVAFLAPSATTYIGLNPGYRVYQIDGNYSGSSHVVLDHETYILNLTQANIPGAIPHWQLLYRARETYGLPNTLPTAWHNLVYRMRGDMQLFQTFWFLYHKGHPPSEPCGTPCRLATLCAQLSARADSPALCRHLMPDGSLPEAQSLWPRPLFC
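HMU-PC0 cleavage (9 uM final) by human placental ASM, 60 min at 37 °C following 10 min compound exposure at RT; stopped at pH 10, fluorescence Ex 386/Em 447 nm.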
a7 integrin act: activators of alpha7 integrin expression for muscular dystrophy | alpha7betagal myoblasts, beta-gal FDG fluorescence, 48 h | Potency, µM (highest dose often 38.3 µM), for the others: at the highest dose activation, most hits filed as activators | 350,000 compounds, 0.064% hits | AID 624291;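 also: potency is read from the fitted curve at half-maximal effect; 100% = response of the positive control SU9516; nearly all actives have a fitted effect of over 60% in size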
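Alpha7betagal+/- myoblasts (passage 13) were plated 16-24 hr, then exposed to compounds (1:260 dilution of DMSO stock) for 48 hours at 37C. After MPER lysis, β-galactosidase reporter activity was read as FDG fluorescence (ex 480/em 540) after 30 minutes.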
B2AR arrestin: recruits beta-arrestin to the human beta2-adrenergic receptor; beta-arrestin recruitment to beta2AR, cell-based reporter; P07550; Potency, µM (series often up to 46.1 µM), without a hit: at the highest dose activation, hits mostly activators; AID 492947; 330,000 compounds, 0.02% hits;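 also: potency is read from the fitted curve at half-maximal effect; 0% = DMSO controls and full agonism = EC100 isoproterenol or metaproterenol; nearly all actives have a fitted effect of over 65% in size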
Menin MLL FP TR: inhibitors of human menin-MLL interaction, mutant MLL peptide; 270,000 compounds, 0.23% hits; O00255; Potency, µM (titrated, usually from 61.6 µM), without a hit: at the top dose FP activity change, negative = inhibition, actives largely listed as inhibitors; Menin + Texas Red MLL mutant peptide, fluorescence polarization; AID 1768; active = well fitted inhibition curve with a large enough effect in the polarisation, with a control signal flat, not every such curve was filed as active; inconclusive = small, poorly fitted or top-dose-only effect, or effect the other way, or a change in a side signal; inactive = no such curve, though single readings can be large or run the other way; the % refers to the polarisation; also: potency is read from the fitted curve at half-maximal effect; % of control where 0% means no effect; many of its hits are not listed in these tables
Coupling enz: coupling enzyme interference in Giardia aldolase counter-screen; coupling enzyme system counterscreen, AmpLite Red fluorescence; activity change, negative = inhibition, % at 58.2 µM, hits read low; 290,000 compounds, 0.67% hits; in the data active = activity change below about -30%; also: % is scaled to controls: 0 for no effect and ±100 for the full control effect
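Compounds tested against the coupling enzymes alone at 57.5 uM final; readout was AmpLite Red fluorescence (525/598 nm) after 20 min at RT.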
PTAP TSG101 blk: blocks PTAP/TSG101 interaction to inhibit HIV-1 budding; Fluorescence polarization, FITC-PTAP peptide / Tsg101 binding; Potency, µM (series often up to 115 µM), for the others: at the highest dose activity change, negative = inhibition, usual class: inhibitors; AID 493005; 340,000 tested, under 10 active; Q99816; active = well fitted inhibition curve with a large enough effect in the main read-out, with a control signal flat, not every such curve was filed as active; inconclusive = small, poorly fitted or top-dose-only effect, or effect the other way, or a change in a side signal; inactive = no such curve, though single readings can be large or run the other way; also: potency is read from the fitted curve at half-maximal effect; % of control where 0% means no effect
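Tsg101 binding domain (10 uM final) was mixed with compound and a FITC-labeled PTAP peptide (50 nM final) in HEPES pH 7.5 buffer with NaCl, Tween 20, EDTA and TCEP; fluorescence polarization was read after 20 min at r.t.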
GALK inh: galactokinase (human) inhibition. P51570. Purified GALK, Kinase-Glo residual ATP luminescence. Potency, µM (titrated, usually from 57.5 µM), without a hit: at the top dose activity change, negative = inhibition, usual class: inhibitors. 270,000 compounds, 0.007% hits. AID 1868; also: potency is read from the fitted curve at half-maximal effect; % is scaled to controls: 0 for no effect and ±100 for the full control effect
Target sequence (P51570 whole entry, looked up): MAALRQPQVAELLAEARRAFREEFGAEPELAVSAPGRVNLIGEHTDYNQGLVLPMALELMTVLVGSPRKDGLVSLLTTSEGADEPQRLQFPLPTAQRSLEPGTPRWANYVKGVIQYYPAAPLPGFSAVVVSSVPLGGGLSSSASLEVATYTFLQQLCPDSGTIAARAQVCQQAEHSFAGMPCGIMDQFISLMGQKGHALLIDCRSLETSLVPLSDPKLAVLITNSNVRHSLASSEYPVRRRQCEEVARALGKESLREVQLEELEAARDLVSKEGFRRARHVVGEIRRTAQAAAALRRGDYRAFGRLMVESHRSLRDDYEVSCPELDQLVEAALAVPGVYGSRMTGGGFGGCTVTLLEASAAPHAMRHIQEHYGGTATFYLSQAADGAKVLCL
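Galactose (100 uM) and ATP (35 uM) were turned over by 5 nM GALK for 1 h at RT. Kinase-Glo Plus then converted the remaining ATP into a luminescent signal.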
Tb PFK inh: inhibitors of T. brucei phosphofructokinase; T. brucei PFK, ADP-Glo luminescence; Potency, µM (doses to about 57.5 µM), inactives show at the top dose activity, negative = inhibition, most hits filed as inhibitors; O15648; 330,000 compounds, 0.17% hits;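 also: potency is read from the fitted curve at half-maximal effect; 0% = uninhibited 1x PFK enzyme wells and -100% = no-enzyme wells; nearly all actives have a fitted effect of over 60% in size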
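1.25 nM PFK with 0.5 mM F6P and 0.1 mM ATP in 0.1 M TEA pH 8.0, 5 mM MgCl2, incubated 45 min at room temperature; ADP measured by ADP-Glo luminescence; compounds titrated up to 57 uM.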
Giardia kill: Giardia lamblia killing. Giardia lamblia trophozoite viability. activity change, % at 7.66 µM, hits read low. 340,000 compounds, 0.15% hits; in the data active = activity change below about -80%; inconclusive = between about -30% and that limit;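 also: parasites exposed to compound for two days anaerobically before the ATP read; % is scaled to controls: 0 for no effect and ±100 for the full control effect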
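Giardia trophozoites, 100 cells per well, were exposed to compounds for 48 hrs at 37 deg C under anaerobic conditions; viability was then read as ATP content by bioluminescence after 15-30 min at room temperature.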
An asterisk follows results filed as active; ? = inconclusive; · = no result given; [ ] = dose if it differs, or a comment. Unless noted, calls follow the shape of the dose curve; as a rule, active = well fitted curve in the direction sought with a large enough effect; inconclusive = small, poorly fitted or top-dose-only effect, or another doubt; inactive = no such curve, though single readings can be large; an effect the other way counts as inactive or inconclusive. Some of the compounds tested. The share of hits here may be higher or lower than overall.

SMILES	PKM2 act	BCR signal inh	S-ASM inh	a7 integrin act	B2AR arrestin	Menin MLL FP TR	Coupling enz	PTAP TSG101 blk	GALK inh	Tb PFK inh	Giardia kill
COc1ccc(Nc2nc(N)nc(CSc3nncn3C)n2)cc1	-9%	17%	1%	10%	0.1%	-2%	0	-3%	0%	1%	-11
O=C(N/C(=C\c1cccs1)C(=O)N1CCOCC1)c1ccco1	0%	?	2%	?	-0.1%	21%	0	-9%	0%	0%	-21
COC(=O)c1ccccc1C(=O)N1CC(O)CO1 (stereo unspecified)	·	1%	0%	-9%	2.7%	-1%	1	?	0%	-2%	-2
CCN(CC)c1nc(Nc2ccc([N+](=O)[O-])cc2)nc(N(CC)CC)n1	-5%[11.5 µM]	0%	-15%	28%	-0.6%	20%	-4	-4%	-2%	4%	15
O=C(COc1ccc(Cl)cc1)Nc1nnc(S(=O)(=O)N2CCCCCC2)s1	1%	?	-2%	-24%	-0.2%	17%	10	3%	·	-1%	7
CC1CC(C)CN(C(=O)C(C)N(C)CC(=O)Nc2ccccc2Cl)C1 (stereo unspecified)	-5%	-1%	-4%	-17%	-0.2%	-16%	2	0%	-1%	0%	2
C/C=C\C(=O)Nc1cccc(C2=NOC3(C2)C[C@@H](C(N)=O)N(C(=O)CC(c2ccccc2)c2ccccc2)C3)c1 (stereo partly specified)	-2%	?	-5%	22%	-0.7%	·	2	·	3%	-5%	5
Cn1c2ccccc2c2c(C(=O)NCCCN3CCCC3=O)cn(C3CCCCC3)c(=O)c21	7%	-19%	9%	-28%	-0.8%	-3%	1	1%	1%	1%	1
CCOC(=O)c1cc(NC(=O)Nc2ccc(OC)c(OC)c2)c(C)nc1C	-4%	?	0%	-18%	0.2%	18%	-2	-3%	-1%	1%	24
O=C(CSc1ncc(-c2ccccc2)[nH]1)Nc1cccc(O)c1	-15%	-15%	-1%	0%	0.4%	13%	6	-7%	0%	1%	6
COC(=O)c1ccccc1NC(=O)CCC(=O)N1CCSc2ccccc21	1%	0%	4%	16%	-0.9%	-14%	-7	-1%	·	1%	-23
CCOC(=O)c1ccc(S(=O)(=O)N2CCN(CC3CC=CCC3)CC2)cc1 (stereo unspecified)	-1%	-1%	-4%	-10%[7.66 µM]	0.3%	?	0	1%	1%	0%	-1
O=C(NNS(=O)(=O)c1ccc(Br)cc1)C1CCCCC1	-2%	1%	-1%	9%	0.3%	10%	-1	-4%	-1%	1%	5
CC(C)(C)n1ncc2c(=O)n(CC(=O)c3ccc(Cl)cc3)cnc21	-21%	13%	-2%	3%	-0.8%	6%	0	-1%	1%	-1%	5
CCOc1ccc2oc(C(=O)OCC(=O)NC3CCCCC3)c(C)c2c1	·	1%	3%	-11%	5.1%	·	·	-3%	·	1%	-9
CN1CCN(S(=O)(=O)c2ccc3[nH]c(=O)oc3c2)CC1	1%	-1%	4%	-4%	-0.2%	?	2	0%	·	0%	6
Cc1nc2c(sc(=S)n2Cc2ccco2)c(=O)n1CC(=O)Nc1ccccc1F	-6%	1%	-3%	-14%	-1.2%	?	-2	-4%	0%	0%	-21
COc1cc(Nc2ccccc2Cl)c([N+](=O)[O-])nc1[N+](=O)[O-]	4%	4%	-7%	8%	0.0%	2%	-1	-3%	1%	2%	-26
Cn1c(CCCCCN)nc2ccccc21	5%	-1%	4%	12%	-0.3%	-13%	-3	-4%	3%	-11%	-7
CC(=O)c1cccc(CN2CCC(n3nccc3NC(=O)c3ccc4c(c3)OCO4)CC2)c1	4%	2%	-1%	-9%	0.0%	·	·	·	-3%	-4%	0
CS(=O)(=O)Cc1ccc(C(=O)NC2CCN(Cc3ccccc3)C2)cc1 (stereo unspecified)	-6%	-7%	2%	16%	-0.5%	2%	1	-6%	5%	0%	9
CCC(=O)Oc1ccc(-c2nc(-c3cccnc3)no2)cc1	-15%	?	-1%	-14%	0.1%	10%	-3	-7%	5%	-10%	-13
Cc1ccc(S(=O)(=O)CCC(=O)Nc2ccccc2Cl)cc1	·	-1%	3%	-15%	0.1%	4%	1	4%	·	-2%	-17
COc1ccc(N(CC(=O)N2CCN(c3cccc(C)c3C)CC2)S(=O)(=O)c2c(C)noc2C)cc1	·	6%	-2%	-22%	0.1%	·	·	-5%	-3%	3%	10
CCCCNc1nc2ccccc2n1CC(=O)Nc1ccc2c(c1)OCCO2	-1%	?	-2%	11%	0.0%	·	0	0%	7%	-2%	-20
COC(=O)c1ccccc1-n1c(C)nc(=O)c(-c2ccccc2)c1C	·	0%	1%	-16%	0.3%	11%	0	-9%	-3%	1%	0
CC12CC3CC(C)(C1)CC(Nc1nc(N4CCOCC4)nc4ccccc14)(C3)C2	4%	?	19%	0%	0.6%	·	1	1%	0%	-3%	5
COc1cccc(OC)c1OCCOCCN1CCN(C)CC1	·	-4%	3%	3%	-0.2%	2%	-4	3%	-2%	-11%	-18
O=C(COC(=O)CCCNC(=O)c1ccc(Cl)cc1)Nc1ccc(Br)cc1	7%	-1%	1%	2%	-0.5%	13%	6	0%	0%	2%	-11
CNC(=O)CSc1nccn1Cc1ccc(Cl)cc1	-2%	-5%	-2%	2%	-0.5%	-3%	-1	3%	1%	-5%	23
O=[N+]([O-])c1cc([N+](=O)[O-])c2nonc2c1Nc1ccccc1O	·	?	0%	-44%	-1.0%	?	2	-5%	-2%	-19%	-7
O=C(CSc1n[nH]c(-c2ccc(Cl)cc2Cl)n1)Nc1ccccn1	11%	28%	-1%	-19%	-0.2%	4%	6	-6%	0%	2%	1
Cc1ccc(CNC(=O)CS(=O)Cc2nc(-c3ccccc3F)oc2C)cc1 (stereo unspecified)	·	2%	-1%	-1%	-0.5%	0%	-1	1%	-1%	1%	-1
Fc1ccccc1C1c2cccn2CCN1C(=S)Nc1ccc(Br)cc1 (stereo unspecified)	5%	?	-4%	42%	-0.4%	·	-7	0%	0%	-3%	6
COCCCNC(=O)CNC(=S)N(Cc1ccc(F)cc1)C1CCCCC1	-1%	0%	1%	-13%	0.5%	-2%	4	-7%	-2%	0%	-20
CC(=O)Nc1ccc(NC(=O)CN(c2cccc(C(C)=O)c2)S(C)(=O)=O)cc1	-24%	-6%	4%	-8%	-0.5%	4%	2	-4%	10%	-7%	7
CCc1nnc(NC(=O)c2ccc(S(=O)(=O)N(CCOC)CCOC)cc2)s1	3%	?	5%	-16%	0.1%	17%	6	-7%	2%	-3%	33[activator]
COc1ccc2cc3cc(C(=O)NCc4ccccn4)oc3nc2c1	-3%	-4%	317%[activator]	10%	0.0%	-9%	2	-2%	-1%	12%	13
COc1ccc(C2=CC(=O)N(Nc3ccccc3)C2=O)cc1	18%	?	-1%	-23%	-0.2%	0%	-1	-1%	0%	-5%	?
COc1ccc(C(=O)n2nc(-c3ccccc3)nc2N)cc1OC	1%	?	-2%	4%	0.2%	-12%	0	-5%	5%	3%	15
COc1cccc(/C=C(/C#N)c2nc3ccccc3[nH]2)c1OC(C)C(=O)O (stereo unspecified)	·	6%	11%	16%	1.0%	24%	-1	-3%	0%	-2%	1
O=C(C1CCN(S(=O)(=O)c2ccc(Cl)cc2)CC1)N1CCN(c2ccccn2)CC1	·	?	-1%	6%	0.5%	·	·	-1%	·	0%	2
CCc1ccc(NC(=O)[C@@H](NC(=O)[C@@H]2Cc3ccccc3CN2)C(C)CC)cc1 (stereo partly specified)	·	?	5%	-46%[inhibitor]	0.6%	-16%	-1	-5%	0%	1%	-16
COc1ccc(NC(=O)COc2ccc3c(c2)CCC3)cc1	1%	-14%	-1%	-25%	-0.1%	0%	-5	-5%	9%	-5%	-5
CCOC(=O)N1CCN(C(=O)C2CCN(S(=O)(=O)c3cc(OC)ccc3OC)CC2)CC1	3%	0%	0%	-5%	0.1%	5%	-2	-1%	1%	-9%	15
COC(=O)CSc1nnc(-c2ccc3c(c2)OCO3)n1C	-2%	0%	4%	10%	-0.3%	1%	2	-6%	·	2%	-13
Cc1cc(C)nc(Nc2ncn[nH]2)n1	-1%	4%	·	·	-0.7%	2%	3	·	1%	2%	·
CCCCN1/C(=C/c2ccc3ccccc3[n+]2CC)Sc2ccccc21	-37%	3%	-1%	?	0.2%	?	7	12%	-2%	3%	8
